GPT2 inh = Primary qHTS assay for inhibitors of Glutamate pyruvate transaminase 2 (GPT2); Potency, µM (highest dose often 57.7 µM), for the others: at the highest dose activity change, negative = inhibition, usual class: inhibitors; Recombinant GPT2, coupled pyruvate oxidase/HRP Amplex Red fluorescence; actives 0.25% (n = 100,000); Alanine aminotransferase 2 (Homo sapiens), Q8TD30; also: potency is read from the fitted curve at half-maximal effect; nearly all actives have a fitted effect of over 60% in size; many of its hits are not listed in these tables
Target sequence (Q8TD30 whole entry, looked up): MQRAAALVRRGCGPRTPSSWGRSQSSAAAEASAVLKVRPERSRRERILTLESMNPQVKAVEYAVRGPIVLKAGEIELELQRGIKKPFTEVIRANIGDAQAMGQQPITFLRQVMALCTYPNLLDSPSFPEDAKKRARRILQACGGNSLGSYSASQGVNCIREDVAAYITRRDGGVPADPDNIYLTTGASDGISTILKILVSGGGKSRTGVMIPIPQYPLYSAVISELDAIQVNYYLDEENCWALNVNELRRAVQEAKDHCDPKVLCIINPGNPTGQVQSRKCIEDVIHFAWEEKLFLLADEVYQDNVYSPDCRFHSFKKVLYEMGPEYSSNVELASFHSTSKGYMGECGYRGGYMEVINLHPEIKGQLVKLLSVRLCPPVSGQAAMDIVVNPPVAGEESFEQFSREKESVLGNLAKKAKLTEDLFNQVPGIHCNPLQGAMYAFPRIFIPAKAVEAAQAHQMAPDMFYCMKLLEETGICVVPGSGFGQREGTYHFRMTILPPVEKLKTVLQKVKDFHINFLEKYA
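Recombinant GPT2 (10ng/uL) with 250uM a-KG and 2mM L-alanine, 30 min at room temperature, in HEPES pH 7.5 buffer. Pyruvate detected by pyruvate oxidase/HRP/Amplex Red fluorescence after 30 min in the dark; AOA (50uM) as positive control.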
IP6K1 inhibitor = Primary qHTS assay for small molecule inhibitors of Inositol hexaphosphate kinase 1 (IP6K1) | IP6K1 kinase, ADP-Glo luminescence, 2 h; stronger effect = lower value | activity change, % (series mostly up to about 58 µM) | actives 0.81% (n = 140,000); in the data active = activity change below about -25%
Target sequence (Q92551 whole entry, looked up): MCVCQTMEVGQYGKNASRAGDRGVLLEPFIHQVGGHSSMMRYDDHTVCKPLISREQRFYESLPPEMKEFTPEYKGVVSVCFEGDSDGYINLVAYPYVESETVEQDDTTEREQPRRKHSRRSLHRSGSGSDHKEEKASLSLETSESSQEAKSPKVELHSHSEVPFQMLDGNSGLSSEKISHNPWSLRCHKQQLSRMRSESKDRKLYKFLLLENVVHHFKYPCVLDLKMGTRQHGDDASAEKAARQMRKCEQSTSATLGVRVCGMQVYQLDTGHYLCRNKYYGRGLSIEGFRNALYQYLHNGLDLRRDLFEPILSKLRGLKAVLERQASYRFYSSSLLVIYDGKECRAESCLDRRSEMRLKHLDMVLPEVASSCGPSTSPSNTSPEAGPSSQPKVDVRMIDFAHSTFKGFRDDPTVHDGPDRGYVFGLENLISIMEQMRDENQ
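ADP-Glo luminescence measures ADP made by human IP6K1 during a 2 h RT reaction with ATP/IP6 (mix at 1.3 mM/130 uM); top library doses 57.5 and 19.1 uM final.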
HEK cytotox = Cytotoxic Profiling in HEK 293 Cell Line of Diverse Libraries Using Quantitative High-Throughput Screening; AID 1345083, 2018; actives 6.6% (n = 94,000); Potency, µM (titrated, usually from 115 µM), inactives show top-dose activity change, negative = cytotoxicity, usual class: inhibitors; HEK 293 viability, ATP luminescence (CellTiter-Glo), 48-72 h; also: potency is read from the fitted curve at half-maximal effect; nearly all actives have a fitted effect of over 60% in size
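HEK 293 cells seeded at 250 cells/well were exposed to compound for 48 or 72 hr at 37 degree Celsius. Viability taken as ATP content by CellTiter-Glo luminescence.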
3T3 cytotox = Cytotoxic Profiling in NIH 3T3 Cell Line of Diverse Libraries Using Quantitative High-Throughput Screening | AID 1345082, 2018 | Potency, µM (series often up to 96.7 µM), for inactives: top-dose activity change, negative = cytotoxicity, actives largely listed as inhibitors | NIH 3T3 viability, CellTiter-Glo ATP luminescence, 48-72 h | actives 4.3% (n = 94,000); also: potency is read from the fitted curve at half-maximal effect; nearly all actives have a fitted effect of over 55% in size
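Cytotoxicity was measured by CellTiter-Glo ATP luminescence after 48 or 72 h compound exposure at 37 °C. Mouse NIH 3T3 fibroblasts were seeded at 400 cells/well and dosed by 23 nL pin transfer.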
Luciferase inh = Firefly luciferase inhibition profiling of diverse chemical library using quantitative high-throughput screening | purified P. pyralis luciferase, luminescence, biochemical | Luciferin 4-monooxygenase (Photinus pyralis), P08659 | Potency, µM (highest dose often 115 µM), inactives show at the highest dose activity change, negative = inhibition, usual class: inhibitors | actives 2.5% (n = 76,000); also: potency is read from the fitted curve at half-maximal effect; nearly all actives have a fitted effect of over 65% in size
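Luminescence read by CCD imager after adding enzyme (10nM final) to wells holding compound, titrated in qHTS. Substrates 10uM each D-luciferin and ATP; buffer 50mM Tris acetate pH 7.5, 10mM Mg acetate, Tween-20, BSA.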
SNCA expr inh = Primary qHTS assay for inhibitors of alpha-synuclein gene (SNCA) expression; HEK-293 SNCA-luciferase knock-in, luminescence, 24 h; Potency, µM (highest dose often 57.2 µM), for inactives: top-dose activity change, negative = inhibition, actives largely listed as inhibitors; actives 0.17% (n = 140,000);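 also: potency is read from the fitted curve at half-maximal effect; plate controls were DMSO cells for no effect and cell-free wells for full effect; nearly all actives have a fitted effect of over 45% in size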
HEK293 viab = GF-AFC viability counterscreen for inhibitors of alpha-synuclein gene (SNCA) expression | HEK-293-SNCA-luc viability, GF-AFC fluorescence, 24 h | Potency, µM (series often up to 57.1 µM), without a hit: at the highest dose activity change, negative = cytotoxicity, actives largely listed as cytotoxic | actives 0.12% (n = 150,000) | AID 1671193, 2021;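 also: potency is read from the fitted curve at half-maximal effect; 0% = DMSO-treated cells and -100% = medium-only wells without cells; nearly all actives have a fitted effect of over 30% in size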
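Cytotoxicity counterscreen: after 24 h compound treatment of genome-edited SNCA-luciferase HEK-293 cells, live-cell protease substrate GF-AFC read by fluorescence after 30 min; activity scaled between DMSO (0%) and medium-only (-100%), curves Hill-fitted.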
Numbers without * were called inactive; i = inactive; ? = inconclusive; nt = no result given; [ ] = dose if it differs, or a comment. Unless noted, calls follow the shape of the dose curve; as a rule, active = well fitted curve in the direction sought with a large enough effect; inconclusive = small, poorly fitted or top-dose-only effect, or another doubt; inactive = no such curve, though single readings can be large; an effect the other way counts as inactive or inconclusive. Unless noted, % is scaled to controls: 0 for no effect and ±100 for the full control effect.

entry | molecule | 3T3 cytotox | HEK293 viab | Luciferase inh | SNCA expr inh
1 | CCCN1C(C(=O)c2ccccc2)=C(OC(=O)c2ccc(F)cc2)c2ccccc2S1(=O)=O | nt | -28% | nt | -28%
2 | COC(=O)c1scc(-c2ccc(C)cc2)c1S(=O)(=O)Nc1ccc(F)cc1F | nt | 5% | nt | 0%
3 | O=C(c1cncc(F)c1)N1CCOCC2(CN(Cc3cc(F)cc(F)c3)C2)C1 | ? | 10%[87.6 µM] | -4%[172 µM] | -14%[87.6 µM]
4 | COc1cc(CN2CCN(c3ncc(F)cn3)CC2)cc(Cl)c1OC | ? | -28% | 5% | 8%
5 | Nc1c(-c2nc(-c3cccs3)no2)nnn1-c1ccccc1Cl | nt | 11% | nt | 42%[activator]
6 | CCc1ccc(NC(=O)NCC2CCOCC2)cc1 | i | 18% | ? | 87%[activator]
7 | COCCNC(=O)c1ccc(OC2CCN(Cc3ncc[nH]3)CC2)c(Cl)c1 | -12% | -5% | 13% | 1%
8 | Cc1ncccc1C(=O)NCC12CCC=C1N(C)C(=O)CC2 (stereo not given) | -17% | 3% | 1% | -20%
9 | COCCn1ncc(N2CCC(C(=O)N3CCc4ccccc4C3)C2)cc1=O (stereo not given) | -5% | 6% | -3% | -3%
10 | CN1C(=O)Cc2cc(C(=O)N3C[C@@H](CO)[C@H](c4ccccn4)C3)ccc21 | -12% | 5% | 3% | 13%
11 | CC(C)CCN1CCC2(CC1)C(=NC1CCCCC1)NC(=O)N2c1cccnc1 | -30% | 3% | nt | -25%
12 | CC(C)S(=O)(=O)NC[C@@H]1CC(c2ccc(N3CCCC3)c(F)c2)=NO1 | nt | -13% | nt | nt
13 | Cc1ccc(C(=O)Nc2ccc3c(c2)n(C)c(=O)c(=O)n3C)cc1 | nt | -5% | nt | -7%
14 | Cc1ccc(C(=O)N2CCc3nc(-c4ccccc4)nc(-c4ccc(Cl)cc4)c3C2)cc1 | ? | 4% | -2% | ?
15 | COc1ccc(C(=O)N2CCC3(CC2)CCC(O)(CN(C)C)CC3)cn1 | -11% | 1% | nt | -10%

entry | IP6K1 inhibitor | HEK cytotox | GPT2 inh
1 | -15 | nt | nt
2 | 7 | nt | nt
3 | 31 | ? | 1%[88.5 µM]
4 | 8 | ? | 3%
5 | 6 | nt | nt
6 | 10 | 0% | 3%
7 | 5 | -21% | i
8 | 32 | -1% | i
9 | 5 | 0% | i
10 | 8 | 2% | i
11 | -11 | 4% | i
12 | -7 | nt | i
13 | -12 | nt | nt
14 | -4 | ? | i
15 | -1 | -4% | -11%

Compound profiles, as listed above:
`COCCNC(=O)c1ccc(OC2CCN(Cc3ncc[nH]3)CC2)c(Cl)c1` as listed: 3T3 cytotox: -12%; HEK293 viab: -5%; Luciferase inh: 13%; SNCA expr inh: 1%; IP6K1 inhibitor: 5; HEK cytotox: -21%; GPT2 inh: i
`COc1ccc(C(=O)N2CCC3(CC2)CCC(O)(CN(C)C)CC3)cn1` as listed: 3T3 cytotox: -11%; HEK293 viab: 1%; Luciferase inh: nt; SNCA expr inh: -10%; IP6K1 inhibitor: -1; HEK cytotox: -4%; GPT2 inh: -11%
`CCCN1C(C(=O)c2ccccc2)=C(OC(=O)c2ccc(F)cc2)c2ccccc2S1(=O)=O` as listed: 3T3 cytotox: nt; HEK293 viab: -28%; Luciferase inh: nt; SNCA expr inh: -28%; IP6K1 inhibitor: -15; HEK cytotox: nt; GPT2 inh: nt

Other results follow.
entry | molecule | 3T3 cytotox | HEK293 viab | Luciferase inh | SNCA expr inh
16 | CC(C)n1ccc2c(NC(=O)C[C@H]3NC(=O)c4ccccc4NC3=O)cccc21 | 3% | 1% | -11% | 15%
17 | COc1ccc(C)cc1NC(=O)Cn1c(=O)ccc2cc(S(=O)(=O)N3CCC(C)CC3)ccc21 | nt | ? | nt | 31%[activator]
18 | CCOc1ccc(C(=O)N2CCc3cc(OC)c(OC)cc3C2COc2ccc3c(C)cc(=O)oc3c2)cc1OCC (stereo not given) | nt | 8% | nt | 37%[activator]
19 | Cc1ccc(CN2CCC(c3nn(Cc4ccccc4)c(=O)[nH]3)CC2)cc1 | -24% | -3% | -12% | -3%
20 | Cc1cnn(CCC(=O)N[C@@H]2CN(Cc3ccccn3)C[C@H]2CN(C)C)c1 | -10% | -2% | 2% | 1%
21 | COc1ccc(-c2nc(Cn3c(-c4ccc(Cl)cc4)nc(C)c(CCO)c3=O)c(C)o2)cc1 | -11% | 12% | 2% | 15%
22 | CCc1ccccc1NC(=O)Cn1c(SCc2ccc(F)cc2)nc2ccncc21 | nt | -27% | nt | 11%
23 | O=C(NCc1ccccc1Cl)C1CCCN(S(=O)(=O)c2cccc3nsnc23)C1 (stereo not given) | nt | 1% | nt | 6%
24 | CC(C)(C)c1ccc(S(=O)(=O)N2CCN(C(=O)c3cc(-c4ccc(Br)cc4)n[nH]3)CC2)cc1 | nt | 7% | nt | 10%
25 | COc1ccc(NC(=O)CSc2cc(-c3ccccc3)nc(C)n2)cc1 | nt | 2% | nt | 0%
26 | COC(=O)C1=C(C)N=C2SC=C(CC(=O)N3CCCC3)N2C1c1cccc(OC)c1OC (stereo not given) | -26% | -9% | -6% | 17%
27 | CC(C)c1nc2n(n1)C1(CCCCC1)[C@@H]1CCCC[C@@H]1N2 | nt | 1% | nt | ?
28 | O=C(NC1CC(=O)N(c2ccc(Cl)cc2)C1)C1CCCC1 (stereo not given) | nt | -11% | nt | 26%
29 | Cc1ccc(Nc2ccnc(N3CCC(NC(=O)Cc4cccc(Cl)c4)CC3)n2)cc1 | 18µM* | ? | nt | ?
30 | CCn1nccc1C(=O)N1CCC(F)(c2nc(-c3ccncc3)no2)CC1 | ? | 6% | -9% | 22%

entry | IP6K1 inhibitor | HEK cytotox | GPT2 inh
16 | 0 | -5% | ?
17 | -3 | nt | nt
18 | 5 | nt | nt
19 | 13 | -5% | i
20 | 4 | 1% | -1%
21 | -1 | -29% | -10%
22 | 4 | nt | nt
23 | 9 | nt | nt
24 | -8 | nt | nt
25 | -13 | nt | nt
26 | 4 | -7% | i
27 | 7 | nt | nt
28 | 2 | nt | nt
29 | -7 | 25µM* | i
30 | -8 | ? | i

Compounds shown so far with two or more sulfur atoms, in the order listed:
entry | molecule | 3T3 cytotox | HEK293 viab | Luciferase inh | SNCA expr inh
2 | COC(=O)c1scc(-c2ccc(C)cc2)c1S(=O)(=O)Nc1ccc(F)cc1F | nt | 5% | nt | 0%
23 | O=C(NCc1ccccc1Cl)C1CCCN(S(=O)(=O)c2cccc3nsnc23)C1 (stereo not given) | nt | 1% | nt | 6%

entry | IP6K1 inhibitor | HEK cytotox | GPT2 inh
2 | 7 | nt | nt
23 | 9 | nt | nt

Continued.
entry | molecule | 3T3 cytotox | HEK293 viab | Luciferase inh | SNCA expr inh
31 | COCCNC(=O)c1ccc2c(c1)N(Cc1cc(C)ccc1C)C(=O)c1ccccc1S2=O (stereo not given) | nt | -8% | nt | -30%
32 | CNC(=O)c1cccc2c(C)nnn12 | 1%[174 µM] | 7%[87.6 µM] | ? | -7%[87.6 µM]
33 | CCOc1cccn2c(=O)c(-c3cc(C)n(-c4ccccc4C)n3)c(C)nc12 | -31% | 1% | -3% | 13%
34 | Cn1nc(C2CCCN2)c2c(C(=O)N3CCC(F)CC3)cc(C3CC3)nc21 (stereo not given) | 2% | -2% | nt | ?
35 | C=C(C(=O)O[C@H]1C/C(C)=C/CC/C(CO)=C/[C@H]2OC(=O)C(=C)[C@H]12)C(O)CO (stereo not given in full) | nt | ? | nt | nt
36 | O=C1NCCCCCN(Cc2cccnc2)[C@@H]2CN(C(=O)NC3CCCCC3)CC[C@@H]12 | -2% | -7% | -12% | 16%
37 | COC(=O)C1=CN(CC(=O)Nc2cccc(C)c2C)S(=O)(=O)N=C1C | -1% | 9% | 14% | 12%
38 | COC(=O)c1ccccc1NC(=O)CCn1c(=O)c2cccn2c2cccnc21 | nt | 5% | nt | 28%
39 | CC(CC1c2ccccc2CCc2ccccc21)CN(C)C (stereo not given) | nt | 4%[23.9 µM] | nt | 17%[25.6 µM]
40 | Cc1cccc(C)c1NC(=O)Cn1cc(C(=O)C2CC2)c2ccccc21 | nt | 0% | nt | 32%[activator]
41 | O=[S+]([O-])(c1ccncc1)c1nnn2c1nc(NCc1ccc(F)cc1)c1ccccc12 | -24% | 11% | nt | -19%
42 | O=C1C(O)C2(CCCCC2)N1C1CCN(Cc2ccncc2F)CC1 (stereo not given) | -14% | 2% | -3% | -11%
43 | O=C(C1CCCC1)N1CC(N(Cc2ccccn2)C(=O)Nc2ccccc2)C1 | ? | -8% | nt | -1%
44 | NC(=O)[C@@H](Cc1ccccc1)NC(=O)C1=C[C@@H](NS(=O)(=O)c2cccs2)[C@@H](O)[C@H](O)C1 | -1% | -1% | -2% | -7%
45 | O=C(NCCOCCn1c(=O)oc2ccccc21)Nc1ccc(F)cc1 | nt | -3% | nt | -12%

entry | IP6K1 inhibitor | HEK cytotox | GPT2 inh
31 | 11 | nt | nt
32 | -4 | 4%[230 µM] | i
33 | 12 | -23% | i
34 | 8 | i | i
35 | 9 | nt | ?
36 | 3 | -8% | -2%
37 | 5 | 8% | 5%
38 | -5 | nt | nt
39 | 12 | nt | i
40 | -2 | nt | nt
41 | 5 | 1% | -18%
42 | -4 | -2% | -9%
43 | 17 | -24% | i
44 | -3 | i | 2%
45 | -19 | nt | nt

(further entries)
entry | molecule | 3T3 cytotox | HEK293 viab | Luciferase inh | SNCA expr inh
46 | CCCCN(C)S(=O)(=O)c1cc(-c2nnc3c4ccccc4c(C)nn23)ccc1C | nt | 5% | nt | 135%[activator]
47 | CCOc1ccc(CNC(=O)C2CCCN(S(=O)(=O)N(C)c3ccc(F)cc3)C2)cc1OC (stereo not given) | nt | -21% | nt | ?
48 | COc1ccccc1NC(=O)c1sc(-c2ccc(Cl)cc2)cc1N | nt | ? | nt | 73%[activator]
49 | C=CCN(CC=C)C(=O)c1ccc(CN2C(=O)NC3(CCS(=O)(=O)CC3)C2=O)cc1 | i | 5% | -4% | 20%
50 | O=C(NCc1ccc(F)cc1)c1nc2sccn2c1-c1cccc(C(F)(F)F)c1 | ? | -20%[87.6 µM] | nt | -18%[87.6 µM]

entry | IP6K1 inhibitor | HEK cytotox | GPT2 inh
46 | 13 | nt | nt
47 | 6 | nt | nt
48 | 10 | nt | nt
49 | 5 | -3% | i
50 | 0 | 63µM* | -2%[88.5 µM]

High-throughput results deposited in PubChem by National Center for Advancing Translational Sciences (NCATS).

This is a subset (hit frequency here may not be typical).
